Screening results: PubChem, National Center for Advancing Translational Sciences (NCATS)
TrxR1 substrate = rat thioredoxin reductase 1 substrate activity. AID 588456. Potency, µM (series often up to 114 µM), without a hit: at the top dose activity change, negative = substrate turnover. purified TrxR1 substrate turnover, NADPH consumption readout. 0.01% of 390,000 active; further: on the % scale 0 is the no-effect control and ±100 the full control effect; nearly all actives have a fitted effect of over 50% in size
Target sequence (O89049 whole entry, looked up): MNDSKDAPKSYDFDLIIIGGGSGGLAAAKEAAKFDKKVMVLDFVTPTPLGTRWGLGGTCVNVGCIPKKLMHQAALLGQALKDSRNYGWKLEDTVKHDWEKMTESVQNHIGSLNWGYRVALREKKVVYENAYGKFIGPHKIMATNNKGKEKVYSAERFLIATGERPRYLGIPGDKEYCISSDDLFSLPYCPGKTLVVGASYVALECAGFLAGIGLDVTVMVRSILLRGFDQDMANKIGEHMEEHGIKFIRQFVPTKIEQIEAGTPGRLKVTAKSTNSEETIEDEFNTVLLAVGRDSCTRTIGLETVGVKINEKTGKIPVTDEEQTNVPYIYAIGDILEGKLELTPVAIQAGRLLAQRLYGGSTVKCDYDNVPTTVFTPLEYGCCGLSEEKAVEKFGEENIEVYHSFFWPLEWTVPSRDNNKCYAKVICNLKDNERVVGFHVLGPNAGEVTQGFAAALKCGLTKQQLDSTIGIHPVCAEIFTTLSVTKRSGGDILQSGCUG
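Rat TrxR1, dispensed at 90 nM, was prereduced with 400 uM NADPH (final) for 5 min at ~22 deg C, then incubated with compound 15 min before 400 uM selenite. A first-read NADPH fluorescence drop versus no-compound background flagged substrates.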
Vif-APOBEC3G blk = blocks the Vif interaction with human APOBEC3G; Potency, µM (series often up to 46.1 µM), for the others: at the highest dose activity, negative = active, most hits filed as inhibitors; 0.076% of 410,000 active; HeLa A3G-eYFP + Vif (tagged APOBEC3G with the HIV-1 protein that degrades it), YFP fluorescence, overnight; AID 602310; Q9HC16;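 further: on the % scale 0 is the no-effect control and ±100 the full control effect; nearly all actives have a fitted effect of over 60% in size; hits raise eYFP signal because A3G escapes Vif-driven loss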
Target sequence (Q9HC16 whole entry, looked up): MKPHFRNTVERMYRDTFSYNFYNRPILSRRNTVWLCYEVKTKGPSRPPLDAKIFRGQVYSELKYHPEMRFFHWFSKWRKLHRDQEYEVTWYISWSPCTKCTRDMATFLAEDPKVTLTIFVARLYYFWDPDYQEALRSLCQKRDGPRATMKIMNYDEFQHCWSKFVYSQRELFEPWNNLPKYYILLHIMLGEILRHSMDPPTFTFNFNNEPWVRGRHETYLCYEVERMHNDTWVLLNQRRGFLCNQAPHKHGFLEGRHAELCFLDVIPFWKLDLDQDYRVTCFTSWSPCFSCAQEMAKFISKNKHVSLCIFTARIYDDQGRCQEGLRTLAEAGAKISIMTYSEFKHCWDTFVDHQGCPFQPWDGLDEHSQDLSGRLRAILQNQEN
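Read-out is eYFP fluorescence (Ex 488/Em 500-530) from Vif-expressing HeLa A3G-eYFP cells; more signal means A3G escaped Vif-mediated degradation. Cells plated overnight, compound pinned in, incubated overnight at 37 deg C.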
USP1 inh = blocks the human USP1/UAF1 deubiquitinase complex; AID 743255; recombinant USP1/UAF1, Ub-Rhodamine cleavage fluorescence; O94782; Potency, µM (highest dose often 57.1 µM), without a hit: at the highest dose activity change, negative = inhibition, usual class: inhibitors; 0.23% of 390,000 active; further: on the % scale 0 is the no-effect control and ±100 the full control effect; nearly all actives have a fitted effect of over 60% in size; inactives centre near -12
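USP1/UAF1 complex at 1 nM was preincubated with compound for 15 min at room temperature, then Ub-Rho substrate (150nM final) was added. Fluorescence (480/540 nm) was read kinetically, 6 reads every 60 seconds.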
Vif-A3F inh = Vif-A3F binding inhibition; Potency, µM (highest dose often 46.1 µM), for inactives: top-dose activity, negative = active; HeLa A3F-eYFP + Vif (tagged APOBEC3F with the HIV-1 protein that degrades it), YFP fluorescence increase; 0.2% of 390,000 active; further: % of control where 0% means no effect; nearly all actives have a fitted effect of over 65% in size
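HeLa cells stably expressing A3F-eYFP plus Vif, plated and incubated overnight at 37 deg C, then exposed to compounds overnight at 37 deg C. Blocked degradation read as raised yellow fluorescence (Ex 488/Em 500-530).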
ALOX12 inh = blocks human arachidonate 12S-lipoxygenase | purified 12hLO, xylenol orange hydroperoxide absorbance | Potency, µM (top dose mostly 108 µM), for inactives: at the top dose activity change, negative = inhibition, actives largely listed as inhibitors | 1.1% of 580,000 active | AID 1671190; further: on the % scale 0 is the no-effect control and ±100 the full control effect
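Hydroperoxide product was detected by ferrous iron/xylenol orange as the 573 to 405 nm absorbance ratio. Arachidonic acid at 40 uM (final) was turned over for 30 min at room temperature by 150 nM human 12hLO, pH 7.0 Hepes buffer, after 15 min compound preincubation.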
RGS4 inhibitor = inhibitors of human regulator of G protein signaling 4; Transcreener GDP fluorescence polarization, RGS4-accelerated GTP hydrolysis; 0.039% of 390,000 active; Potency, µM (titrated, usually from 114 µM), for inactives: top-dose activity change, negative = inhibition, usual class: inhibitors; further: on the % scale 0 is the no-effect control and ±100 the full control effect; nearly all actives have a fitted effect of over 75% in size; some results filed as inactive show a strong effect at the top dose
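MLSMR compounds (23 nl, pin-transferred) preincubated 10 min at room temperature with a 500nM (2x) first reagent, then RGS4 at 900nM (2x) plus Transcreener GDP mix added; fluorescence polarization (620/688 nm) read before and after 90 min at 30 °C.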
IDH1 R132H inh = blocks human mutant IDH1 R132H enzyme; O75874; IDH1-R132H enzyme, NADPH consumption, diaphorase/resazurin fluorescence; Potency, µM (series often up to 76.6 µM), for inactives: at the highest dose activity change, negative = inhibition, most hits filed as inhibitors; 0.093% of 390,000 active; further: on the % scale 0 is the no-effect control and ±100 the full control effect; nearly all actives have a fitted effect of over 65% in size
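IDH1-R132H (0.5 ug/mL dispensed) in pH 7.5 Tris buffer was preincubated 30 min with compound, then given a substrate mix of 0.016 mM NADPH and 2 mM alpha-KG for 80 min at room temperature; remaining NADPH was read by diaphorase/resazurin fluorescence.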
rTrxR1 inhibitor = blocks rat thioredoxin reductase 1; O89049; recombinant rTrxR1, NADPH fluorescence consumption, selenite substrate; Potency, µM (series often up to 114 µM), for inactives: at the top dose activity change, negative = inhibition, hits mostly inhibitors; 1% of 390,000 active; further: on the % scale 0 is the no-effect control and ±100 the full control effect; nearly all actives have a fitted effect of over 65% in size
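Rat TrxR1 (90 nM in the dispensed reagent) was pre-reduced with 400 uM NADPH for 5 min at room temperature, then incubated with compound for 15 min. After 400 uM selenite was added, NADPH fluorescence (Ex 340/Em 450 nm) was followed for 8 min.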
RXFP1 agonist = RXFP1 (human) receptor agonism. HEK293T-RXFP1 cAMP TR-FRET, 30 min; response scale: percent of porcine relaxin response, buffer zero. Potency, µM (series often up to 57.5 µM), inactives show top-dose activation, usual class: activators. 0.3% of 370,000 active; further: on the % scale 0 is the no-effect control and ±100 the full control effect; nearly all actives have a fitted effect of over 60% in size; many of its hits are not listed in these tables
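HEK293T cells stably expressing RXFP1 were pretreated with the PDE4 inhibitor Ro 20174, exposed to compounds for 30 min at 37C, lysed, and cAMP was read by TR-FRET. Data normalized to buffer (basal) and 29 nM porcine relaxin (100%).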
Numbers without * were called inactive; ? = inconclusive; . = no result given; & = joins results of further samples; [ ] = another dose, or the depositor's remark. The call rests on the fitted dose curve; in most records, active means well fitted curve in the direction sought with a large enough effect; inconclusive means small, poorly fitted or top-dose-only effect, or another doubt; inactive means no such curve, though single readings can be large; an effect the other way counts as inactive or inconclusive. Potency means the concentration at half of the fitted maximal effect. These rows are one share of the data (hit frequency here may not be typical).

mol,TrxR1 substrate,Vif-APOBEC3G blk,USP1 inh,Vif-A3F inh,ALOX12 inh,RGS4 inhibitor,IDH1 R132H inh,rTrxR1 inhibitor,RXFP1 agonist
CCNC(=S)NNC(=O)CCc1nc2cc(Cl)ccc2n(Cc2ccccc2)c1=O,13%[57.1 µM],-10%,-19%,-5%,-17%,2%,0%,31%[57.1 µM],2.0%
COc1ccccc1C=NNc1ccc([N+](=O)[O-])cn1,11%[57.1 µM],-1%,-10%,-13%,7%,10%,-2%,23%[57.1 µM],.
Cc1ccc(S(=O)(=O)N/N=C\c2ccc3c(c2)OCO3)cc1C,-3%,-2%,-3%,-1%,0%,-28%,1%,12%,0.2%
Cc1ccc(CNC(=O)CN2C(=O)CCn3nc(-c4ccccc4)cc32)cc1,-8%,-3%,2%,4%,-17%,34%,-6%,9%,-3.6%
Cc1cccc(N2CC(C(=O)Nc3ccc(S(=O)(=O)Nc4nccs4)cc3)CC2=O)c1C (stereo not given),12%[57.1 µM],-2%,-19%,2%,4%,-23%,0%,33%[57.1 µM],1.3%
Cn1cnc2ccc([N+](=O)[O-])cc2c1=O,0%,-1%,-25%,-6%,-13%,-12%,3%,15%,8.7%
O=C(NCCCn1ccnc1)/C(=C\c1ccc(Br)cc1)NC(=O)c1ccccc1,-1%[57.1 µM],7%,-9%,0%,-6%,-51%[56.9 µM],5%,7%[57.1 µM],1.8%
O=C(NCC1CC1)C1(C(F)(F)F)C/C(=C\Cc2ccccc2)CCCO1 (stereo not given),4%&1%,-2%&-3%,-34%,3%,-5%,14%&-18%,-9%,18%&2%,.
Cc1cc(C)c2cc(C#N)c(NCCCNC(=O)c3ccncc3)nc2c1,.,-7%,-24%,-4%,-6%,.,-1%,.,.
CC1CCN(c2cc(N(C)CCO)c([N+](=O)[O-])c3nonc23)CC1,-14%,-1%,-19%,-1%,-20%,25%,-7%,45µM*,3.7%
COc1ccc(Cl)cc1NC(=O)CCc1nc(-c2ccccc2F)no1,1%&-3%,4%&4%,-13%&-11%,1%&-2%,-3%&-17%,-14%&4%,8%&10%,17%&7%,4.7%&4.9%
CCOc1ccc(NC(=O)Cn2nnc(C(=O)NCc3cccs3)c2N)cc1,-22%&3%,-3%&-8%,-12%&-30%,-4%&-1%,54%&-9%[activator],7%[56.9 µM],0%&-2%,-23%&18%,0.1%&-1.0%
COc1ccccc1Nc1nc2ccc(Cl)cc2nc1-n1nc(C)cc1C,1%,1%,-22%,1%,-23%,-16%,12%,7%,0.7%
Cc1cccc(-n2c(-c3csc(C(C)C)c3)n[nH]c2=S)c1,6%,1%,-9%,0%,?,-54%,0%,-20%,-0.5%
COc1ccc(-n2cc(-c3ccc(C)cc3)[n+]3c2SCC3)cc1,-9%,-1%,5%,-16%,2%,10%,0%,-12%,-1.8%
CC(C)C(=O)Nc1cccc(C(=O)NCCc2ccc(S(N)(=O)=O)cc2)c1,6%,-6%,-15%,2%,21%,?,-1%,21%,1.2%
COc1ccc(C(C)(C)C)cc1S(=O)(=O)n1ccnc1C,2%,1%,-6%,-16%,-2%,3%,-4%,8%,1.3%
O=C(COC(=O)/C=C/c1ccc([N+](=O)[O-])cc1)NC(=O)NC1CCCCC1,-3%,-7%,-18%,-24%,161%[activator],29%,4%,13%,.
CC(CCc1ccc(O)cc1)NCCC(c1ccccc1)c1ccccc1 (stereo not given),-2%,4%,3%,21%,24%,14%,0%,13%,1.0%
Cc1ccc(NC2CCCN(C(=O)CCN3CCOCC3)C2)cc1C (stereo not given),4%,3%,-24%,5%,?,-1%,-6%,21%,0.4%
O=C([C@H](O)c1ccccc1)N1CCC[C@H]1CO,7%[57.1 µM],0%,-18%,-6%,-10%,21%,0%,8%[57.1 µM],1.3%
Cc1cc(C(=O)CSc2nc(N)cc(N)n2)c(C)n1-c1cccc(F)c1,-5%,1%,-8%,1%,?,-14%,-4%,2%,3.1%
Cc1cc(NC(=O)COC(=O)C(C)Oc2ccc(Cl)cc2Cl)no1 (stereo not given),-2%,0%,3%,1%,?,-17%,-7%,11%,4.3%
Cc1ccc(C)c(N2CCN(C(=O)CCc3nc(-c4cccc(Br)c4)no3)CC2)c1,4%,1%,-26%,-2%,?,15%,0%,23%,.
CC1CCN(CCNC(=O)CCS(=O)(=O)c2ccc(Br)cc2)CC1,9%[57.1 µM],1%,-3%,9%,0%,44%,6%,14%[57.1 µM],1.8%
O=C(N/N=C/c1cc(Br)ccc1O)c1ccccc1Cl,-12%,-5%,-21%,-15%,?,-4%,7%,-18%,4.6%
Nc1ccccc1SCc1cc([N+](=O)[O-])cc2c1OCOC2,-4%,-12%,-19%,-10%,-4%,-28%,6%,15%,0.2%
O=C(Nc1cc(Cl)ccc1Cl)c1cc([N+](=O)[O-])cc(Br)c1O,-7%,-5%,.,.,.,-19%,.,-13%,.
Nc1nnc(SCC(=O)NC2CCCCCC2)s1,-12%,0%,3%,-7%,15%,17%,-2%,-14%,1.1%
CC1CCCC(C)N1C(=O)COC(=O)CNC(=O)c1ccccc1F (stereo not given),0%,2%,-8%,1%,164%[activator],14%,-14%,22%,-0.4%
CC(/C=C1\SC(=S)N(NC(=O)c2ccc(C)cc2)C1=O)=C\c1ccccc1,-19%,1%,-8%,2%,.,-8%,2%,-32%,2.0%
Cc1sc2nc[nH]c(=O)c2c1-c1ccc(F)cc1,-9%,-1%,6%,-4%,-9%,30%,0%,-4%,-0.7%
CCOC(=O)C1CCN(C(=O)C2CCN(C3=NS(=O)(=O)C(c4ccc(C)c(C)c4)=C3C)CC2)CC1,-6%,1%,?,-5%,-2%,10%,2%,-2%,2.4%
Cc1[nH]n(-c2ccccc2)c(=O)c1C=NCC1CCCO1 (stereo not given),-3%,0%,-20%,-4%,-2%,-16%,15%,?,4.4%
COc1ccc(C2CC(=O)c3cc(OC)c(OC)cc32)cc1OC (stereo not given),6%[57.1 µM],-8%,10%,-12%,114%[activator],21%,0%,9%[57.1 µM],-1.5%
COc1ccc(S(=O)(=O)N2CCCCCC2)cc1C(=O)OCC(=O)NC(C)(C)C,-3%,0%,-15%,10%,5%,-15%,-3%,5%,-0.5%
O=C(c1cc(-c2ccc(Cl)cc2)n(-c2ccc(Cl)c(Cl)c2)n1)N1CCOCC1,-4%[57.1 µM],-1%,-22%,-6%,?,-14%[11.4 µM],-24%,9%[57.1 µM],-0.8%
CCOc1cc(OCC)cc(C(=O)O)c1,1%[57.1 µM],-5%,-4%,0%,0%,10%,5%,17%[57.1 µM],0.8%
CCOC(=O)c1c(C)nc(C)c(C(=O)OCC)c1-c1cccnc1,2%[57.1 µM],-2%,-10%,0%,-2%,-17%,-7%,4%[2.29 µM],3.4%
N#C/C(=C/c1ccc(Cl)cc1)c1nc(-c2ccc(Br)cc2)cs1,6%,-5%,-3%,4%,-16%,-16%,-13%,-4%,17%
COC(=O)c1ccccc1NC(=O)CSc1n[nH]c(-c2cccnc2)n1,1%[57.1 µM],1%,1%,2%,-5%,?,1%,-5%[57.1 µM],0.8%
O=Cc1c(NCc2ccco2)nc2ccccn2c1=O,-2%[57.1 µM],3%,-18%,4%,4%,-39%,4%,13%[57.1 µM],2.8%
COc1cc(C(=O)Nc2ccc(S(=O)(=O)Nc3cc(C)on3)cc2)cc(OC)c1OC,-11%,1%,-1%,-2%,162%[activator],1%,0%,-6%,2.6%
O=C(CCCOc1ccc(Cl)cc1Cl)NNC(=O)C1CCC1,-1%,0%,-6%,7%,12%,27%,27%,27%,1.8%
Cc1c(Cl)cccc1NC(=S)N(Cc1ccccc1)Cc1cccnc1,-8%,-4%,?,12%,-10%,-17%,8%,-10%,0.6%
O=C(Nc1cc(S(=O)(=O)N2CCOCC2)ccc1Cl)c1cc2ccccc2o1,1%,-2%,-1%,-4%,-1%,-18%,1%,-1%,0.0%
Cc1ccc(S(=O)(=O)Nc2ccc(S(=O)(=O)N3CCOCC3)cc2)cc1,-9%,-7%,-18%,-11%,126%[activator],?,6%,-8%,.
Cc1cccc2c(N=O)c(O)[nH]c12,0%,0%,-28%,3%,-23%,-35%[11.4 µM],-3%,16%,3.8%
Cc1[nH]c2ccccc2c1Cc1n[nH]c(=S)o1,5%,-6%,-27%,-5%,?,-42%,9%,-19%,1.9%
O=C(CCCC(=O)N(CC(=O)NC1CCCC1)c1cccc(F)c1)Nc1ccccn1,-5%,0%,1%,-7%,1%,-2%,0%,0%,-2.3%

Single values from the results shown.
CC(C)C(=O)Nc1cccc(C(=O)NCCc2ccc(S(N)(=O)=O)cc2)c1 @ Vif-A3F inh: 2%
CCOC(=O)C1CCN(C(=O)C2CCN(C3=NS(=O)(=O)C(c4ccc(C)c(C)c4)=C3C)CC2)CC1 @ TrxR1 substrate: -6%
